p53 reactivator – qHTS assay for re-activators of p53 using a Luc reporter; H1299 p53-A138V BP100-luciferase reporter, luminescence, 24 h; Potency, µM (titrated, usually from 92.2 µM), for the others: at the highest dose activity change, positive = activation, usual class: activators; 320,000 tested, 0.063% active; AID 504706, 2011; further: % of control where 0% means no effect; nearly all actives have a fitted effect of over 45% in size
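H1299 (p53-null), stable ts p53-A138V + BP100-Luc; 1000 cells/well, Opti-MEM/10% FBS; cpd 4 pt, 1:5; 24 h, 37 deg C, 5% CO2; detection reagent 10 min RT; luminescence.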
MLL CXXC-DNA inh – qHTS Fluorescence Polarization Assay for Inhibitors of MLL CXXC domain - DNA interaction; MLL-CXXC / FITC-HOXA9 DNA fluorescence polarization; Histone-lysine N-methyltransferase 2A (Homo sapiens), Q03164; AID 2662, 2010; Potency, µM (highest dose often 115 µM), inactives show at the top dose activity change, negative = inhibition, most hits filed as inhibitors; 290,000 tested, 0.037% active; active means well fitted inhibition curve with a large enough effect in the polarisation, with a control signal flat, not every such curve was filed as active; inconclusive means small, poorly fitted or top-dose-only effect, or effect the other way, or a change in a side signal; inactive means no such curve, though single readings can be large or run the other way; the % refers to the polarisation
Target sequence (Q03164 whole entry, looked up, the tested form may be a part): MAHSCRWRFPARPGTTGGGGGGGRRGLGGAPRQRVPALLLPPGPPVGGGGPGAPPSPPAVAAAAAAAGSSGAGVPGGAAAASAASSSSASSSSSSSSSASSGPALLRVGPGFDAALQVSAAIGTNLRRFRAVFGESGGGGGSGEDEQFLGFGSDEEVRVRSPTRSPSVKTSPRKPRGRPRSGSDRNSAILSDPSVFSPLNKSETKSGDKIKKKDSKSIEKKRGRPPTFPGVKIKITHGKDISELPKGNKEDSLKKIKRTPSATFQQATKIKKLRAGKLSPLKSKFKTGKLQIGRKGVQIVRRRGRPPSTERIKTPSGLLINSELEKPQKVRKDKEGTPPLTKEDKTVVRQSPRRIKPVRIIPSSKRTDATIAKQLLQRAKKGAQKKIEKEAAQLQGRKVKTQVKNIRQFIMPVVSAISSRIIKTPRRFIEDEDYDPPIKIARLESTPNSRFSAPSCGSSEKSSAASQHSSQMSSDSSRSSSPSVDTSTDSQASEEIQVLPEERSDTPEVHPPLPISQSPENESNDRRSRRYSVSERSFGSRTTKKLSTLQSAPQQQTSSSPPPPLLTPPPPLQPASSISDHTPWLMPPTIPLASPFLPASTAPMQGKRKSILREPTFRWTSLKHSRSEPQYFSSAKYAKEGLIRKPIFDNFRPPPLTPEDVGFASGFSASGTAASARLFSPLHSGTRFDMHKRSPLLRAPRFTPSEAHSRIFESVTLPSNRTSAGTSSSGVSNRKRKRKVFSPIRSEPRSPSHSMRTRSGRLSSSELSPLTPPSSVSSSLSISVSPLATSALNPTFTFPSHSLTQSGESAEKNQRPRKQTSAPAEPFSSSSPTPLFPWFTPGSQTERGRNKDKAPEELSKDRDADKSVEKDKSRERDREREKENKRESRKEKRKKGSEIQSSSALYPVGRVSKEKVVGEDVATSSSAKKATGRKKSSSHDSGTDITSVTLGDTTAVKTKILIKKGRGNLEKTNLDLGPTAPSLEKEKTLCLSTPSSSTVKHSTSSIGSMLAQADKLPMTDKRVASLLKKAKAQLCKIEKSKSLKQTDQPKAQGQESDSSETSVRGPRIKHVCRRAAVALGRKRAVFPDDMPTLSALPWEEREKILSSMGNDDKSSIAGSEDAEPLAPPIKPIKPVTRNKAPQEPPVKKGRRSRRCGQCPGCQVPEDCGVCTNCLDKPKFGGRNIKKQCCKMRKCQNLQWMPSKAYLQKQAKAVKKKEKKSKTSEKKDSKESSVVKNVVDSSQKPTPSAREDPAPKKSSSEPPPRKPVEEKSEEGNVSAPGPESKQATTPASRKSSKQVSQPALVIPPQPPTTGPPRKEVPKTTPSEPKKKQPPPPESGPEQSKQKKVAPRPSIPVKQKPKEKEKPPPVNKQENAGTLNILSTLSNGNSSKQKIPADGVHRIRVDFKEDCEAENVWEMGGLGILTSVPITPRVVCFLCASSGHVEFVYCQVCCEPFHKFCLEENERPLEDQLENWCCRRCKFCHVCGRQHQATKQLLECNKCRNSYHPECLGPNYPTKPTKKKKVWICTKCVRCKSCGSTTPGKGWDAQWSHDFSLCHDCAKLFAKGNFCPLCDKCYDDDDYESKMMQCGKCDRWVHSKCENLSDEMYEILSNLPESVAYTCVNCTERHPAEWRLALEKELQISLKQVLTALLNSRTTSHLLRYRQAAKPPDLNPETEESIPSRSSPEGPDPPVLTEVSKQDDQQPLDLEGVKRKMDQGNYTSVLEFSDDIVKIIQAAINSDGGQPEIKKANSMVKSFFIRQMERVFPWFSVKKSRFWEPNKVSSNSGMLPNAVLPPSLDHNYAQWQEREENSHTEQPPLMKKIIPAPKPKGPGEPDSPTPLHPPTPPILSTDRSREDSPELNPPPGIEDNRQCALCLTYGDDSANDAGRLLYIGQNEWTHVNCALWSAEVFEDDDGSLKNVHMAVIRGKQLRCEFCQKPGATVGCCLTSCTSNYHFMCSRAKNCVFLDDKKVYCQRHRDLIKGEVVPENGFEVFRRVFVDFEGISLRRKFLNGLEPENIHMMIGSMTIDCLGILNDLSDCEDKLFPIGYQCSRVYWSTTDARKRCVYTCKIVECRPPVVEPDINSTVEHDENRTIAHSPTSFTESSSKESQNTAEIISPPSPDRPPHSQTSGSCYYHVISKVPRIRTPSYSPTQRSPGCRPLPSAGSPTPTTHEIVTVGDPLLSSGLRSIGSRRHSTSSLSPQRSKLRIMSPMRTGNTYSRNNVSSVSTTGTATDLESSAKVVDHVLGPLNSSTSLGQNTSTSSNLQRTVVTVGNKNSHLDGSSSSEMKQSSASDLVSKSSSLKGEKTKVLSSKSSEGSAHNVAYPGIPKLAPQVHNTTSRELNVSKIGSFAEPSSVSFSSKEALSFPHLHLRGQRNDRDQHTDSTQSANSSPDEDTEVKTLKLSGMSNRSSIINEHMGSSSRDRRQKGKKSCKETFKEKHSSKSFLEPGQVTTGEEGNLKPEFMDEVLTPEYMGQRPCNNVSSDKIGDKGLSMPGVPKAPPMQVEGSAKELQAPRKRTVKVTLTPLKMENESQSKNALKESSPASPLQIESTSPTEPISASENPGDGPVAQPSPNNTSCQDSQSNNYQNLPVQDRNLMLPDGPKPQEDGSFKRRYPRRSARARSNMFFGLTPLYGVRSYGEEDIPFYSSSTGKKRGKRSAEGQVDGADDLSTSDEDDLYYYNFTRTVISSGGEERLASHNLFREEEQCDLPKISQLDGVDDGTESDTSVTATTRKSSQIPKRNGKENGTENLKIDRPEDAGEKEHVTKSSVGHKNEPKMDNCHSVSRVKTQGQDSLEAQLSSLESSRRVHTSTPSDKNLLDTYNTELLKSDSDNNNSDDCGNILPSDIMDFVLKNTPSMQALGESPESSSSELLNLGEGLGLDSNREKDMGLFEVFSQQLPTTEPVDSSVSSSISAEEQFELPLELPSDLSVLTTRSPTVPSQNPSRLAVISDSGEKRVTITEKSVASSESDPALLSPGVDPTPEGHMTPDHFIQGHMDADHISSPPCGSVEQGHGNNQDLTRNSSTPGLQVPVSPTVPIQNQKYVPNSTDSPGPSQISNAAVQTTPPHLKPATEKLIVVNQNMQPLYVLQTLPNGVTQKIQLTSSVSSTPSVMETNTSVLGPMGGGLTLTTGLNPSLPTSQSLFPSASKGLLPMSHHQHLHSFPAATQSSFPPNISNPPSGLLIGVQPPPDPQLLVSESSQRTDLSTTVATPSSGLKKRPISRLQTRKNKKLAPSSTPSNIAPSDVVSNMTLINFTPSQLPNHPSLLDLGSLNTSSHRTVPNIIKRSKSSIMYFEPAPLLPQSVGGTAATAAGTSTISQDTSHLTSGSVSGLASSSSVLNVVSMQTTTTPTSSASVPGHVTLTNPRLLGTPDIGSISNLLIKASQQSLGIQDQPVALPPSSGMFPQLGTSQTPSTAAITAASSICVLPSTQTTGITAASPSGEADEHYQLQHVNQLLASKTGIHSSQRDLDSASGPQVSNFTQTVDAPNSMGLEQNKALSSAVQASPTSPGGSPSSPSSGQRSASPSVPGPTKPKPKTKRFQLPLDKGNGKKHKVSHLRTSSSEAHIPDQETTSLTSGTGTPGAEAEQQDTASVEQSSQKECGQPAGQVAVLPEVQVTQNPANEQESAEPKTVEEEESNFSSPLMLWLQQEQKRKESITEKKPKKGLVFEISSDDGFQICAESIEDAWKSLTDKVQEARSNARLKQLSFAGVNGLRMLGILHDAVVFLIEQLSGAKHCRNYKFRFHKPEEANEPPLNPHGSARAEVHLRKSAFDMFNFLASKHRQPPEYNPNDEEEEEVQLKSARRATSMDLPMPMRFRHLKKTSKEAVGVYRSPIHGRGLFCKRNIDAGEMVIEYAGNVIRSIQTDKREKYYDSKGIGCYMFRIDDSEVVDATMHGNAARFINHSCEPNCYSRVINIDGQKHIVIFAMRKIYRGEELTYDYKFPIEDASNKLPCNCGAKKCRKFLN
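Purified MLL-CXXC (added from a 7 uM solution) was preincubated 5 min at ambient with pinned compounds in 50 mM Tris-HCl pH 7.5, 50 mM NaCl, 1 mM DTT, 0.05% BSA. Fluorescein-labeled HOX-A9 DNA (50 nM solution) followed, 30 min, then polarization read.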
Rab9 prom act – qHTS Assay for Rab9 Promoter Activators; Huh7 Rab9 promoter-luciferase reporter, luminescence, 24 h; Potency, µM (series often up to 9.22 µM), for the others: top-dose activation, negative = inhibition, usual class: activators; 320,000 tested, 2.8% active; AID 485297, 2010; further: % of control where 0% means no effect; nearly all actives have a fitted effect of over 60% in size
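Stable Rab9-luc Huh7, 1500 cells/well, 2 h settle; cmpd in DMSO, 24 h, 37 °C/5% CO2; luciferase reagent 10 min RT; luminescence.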
uPA generation – qHTS for Inhibitors of Cell Surface uPA Generation; cell surface uPA generation assay, qHTS; Potency, µM (series often up to 38.3 µM), without a hit: at the top dose activity change, negative = inhibition, actives largely listed as inhibitors; 330,000 tested, 0.31% active; AID 540303, 2011; active means well fitted inhibition curve with a large enough effect; inconclusive means small, poorly fitted or top-dose-only effect; inactive means no such curve, though single readings can be large or run the other way; tested in mouse RAW 264.7 cells; further: on the % scale 0 is the no-effect control and ±100 the full control effect; nearly all actives have a fitted effect of over 55% in size
RORgamma inh – qHTS for inhibitors of ROR gamma transcriptional activity. Nuclear receptor ROR-gamma (Mus musculus), P51450. Drosophila S2 Gal4-RORgamma UAS-luciferase reporter, 20 h. Potency, µM (series often up to 53.6 µM), without a hit: at the top dose activity change, negative = inhibition, actives largely listed as inhibitors. 310,000 tested, 5.4% active; further: on the % scale 0 is the no-effect control and ±100 the full control effect; nearly all actives have a fitted effect of over 60% in size
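A Gal4/UAS one-hybrid system in insect cells: metallothionein-promoter Gal4–ROR gamma fusion plus Photinus luciferase reporter. Copper sulfate 700 uM final, 20 hr ambient incubation, luminescent detection after 10 min with reagent.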
BRCA1 expr act – qHTS Assay to Identify Small Molecule Activators of BRCA1 Expression. Potency, µM (series often up to 46.1 µM), for the others: at the top dose activation, most hits filed as activators. 380,000 tested, 1.1% active. MCF7-BRCA1-FFLuc reporter, luminescence, 48 h; response scale: scaled: vehicle 0%, 10 µM genistein 100%; further: nearly all actives have a fitted effect of over 80% in size; some results filed as inactive show a strong effect at the top dose
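Luminescence from a BRCA1-driven firefly luciferase in MCF7 cells was the read-out, taken 15 min after substrate addition following 48 h compound exposure at 37 °C. Data were normalized to a 10 microM genistein control and DMSO vehicle.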
NPC1 promoter act – qHTS Assay for NPC1 Promoter Activators. Huh7 NPC1 promoter luciferase reporter, 24 h. Potency, µM (top dose mostly 9.22 µM), for the others: top-dose activation, actives largely listed as activators. 320,000 tested, 2.4% active;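 further: % of control where 0% means no effect; nearly all actives have a fitted effect of over 60% in size; reporter is driven by a mutant NPC1 promoter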
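Stable NPC1-promoter luciferase Huh7 line; cpd (DMSO) 24 h, 37 °C, 5% CO2; Amplite luciferase reagent 10 min RT; luminescence readout. qHTS format.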
MBNL1-CUG inh – qHTS Assay for Inhibitors of MBNL1-poly(CUG) RNA binding; 280,000 tested, 0.036% active; TR-FRET MBNL1-His/biotin-(CUG)12 binding, 665/545 ratio; Muscleblind-like protein 1 (Homo sapiens), Q9NR56; Potency, µM (doses to about 57.5 µM), for inactives: at the highest dose activity change, negative = inhibition, hits mostly inhibitors; active means well fitted inhibition curve with a large enough effect in the signal ratio, with a control signal flat, not every such curve was filed as active; inconclusive means small, poorly fitted or top-dose-only effect, or effect the other way, or a change in a side signal; inactive means no such curve, though single readings can be large or run the other way; the % refers to the signal ratio; further: on the % scale 0 is the no-effect control and ±100 the full control effect
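MBNL1-His + Biotin-(CUG)12, cpd titration 92 nM–58 uM; Tb anti-His Ab 0.055 ng/ul, SA-XL665 5 nM (final); 60 min RT; ratiometric 665/545 nm, Ex 340 nm; normalized to buffer and full-complex controls.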
VP16 counter – VP16 counterscreen qHTS for inhibitors of ROR gamma transcriptional activity. Drosophila S2 Gal4-VP16 UAS-luciferase, luminescence, 20 h. Potency, µM (titrated, usually from 53.6 µM), inactives show at the highest dose activity, negative = inhibition, actives largely listed as inhibitors. 310,000 tested, 3.5% active. AID 2546, 2010;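 further: Gal4-VP16 expression switched on by copper sulfate through the metallothionein promoter; on the % scale 0 is the no-effect control and ±100 the full control effect; nearly all actives have a fitted effect of over 50% in size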
FLuc modulator – qHTS profiling assay for firefly luciferase inhibitor/activator using purifed enzyme and Km concentrations of substrates (counterscreen for miR-21 project); Luciferin 4-monooxygenase (Photinus pyralis), P08659; purified FLuc, Km substrates, luminescence inhibition; Potency, µM (titrated, usually from 57.5 µM), for the others: at the top dose activity change, negative = inhibition, most hits filed as inhibitors; 360,000 tested, 6.9% active; AID 588342, 2011;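 further: plate controls were vehicle for no effect and reference inhibitor for full effect; nearly all actives have a fitted effect of over 55% in size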
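Purified P. pyralis luciferase (10nM final) with 10uM D-luciferin and 10uM ATP (Km levels) in 50mM Tris acetate pH 7.5, 10mM Mg acetate, 0.01% Tween-20, 0.05% BSA; qHTS 6-point titration, ~60 µM downward; luminescence read.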
ELG1 genotoxic – qHTS screen for small molecules that induce genotoxicity in human embryonic kidney (HEK293T) cells expressing luciferase-tagged ELG1; HEK293T ELG1-luciferase reporter, luminescence, 16 h; Potency, µM (doses to about 46 µM), without a hit: at the highest dose activity change, positive = activation, usual class: activators; 330,000 tested, 1.3% active; further: % of control where 0% means no effect; nearly all actives have a fitted effect of over 60% in size
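Step 1: seed 2,000 HEK293T ELG1-luciferase cells per well. Step 2: add compound or DMSO, incubate 16 hr at 37 °C. Step 3: ONE-Glo, 30 min at room temperature, read luminescence.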
Active calls of the source: *; ? = inconclusive; · = not tested or not shown; & = joins results of further samples; [ ] = remark or other dose. Unless noted, the call rests on the fitted dose curve; in most records, active means well fitted curve in the direction sought with a large enough effect; inconclusive means small, poorly fitted or top-dose-only effect, or another doubt; inactive means no such curve, though single readings can be large; an effect the other way counts as inactive or inconclusive. Potency means the concentration at half of the fitted maximal effect. Not all compounds are listed; the hit share may differ from the screen's.

item	compound	ELG1 genotoxic	p53 reactivator	NPC1 promoter act	MLL CXXC-DNA inh	Rab9 prom act	RORgamma inh	MBNL1-CUG inh	uPA generation	BRCA1 expr act	FLuc modulator	VP16 counter
1	CN(C)c1ccc(NC(=O)CSc2n[nH]c(-c3ccco3)n2)cc1	1%	23%	-6%	-4%	21%	-15%	7%	-5%	-8%	?	6%
2	Cc1nn(-c2ccc(N3CCOCC3)nn2)c(C)c1CCC(=O)NCc1ccccc1F	5%	7%	-1%	35%[activator]	2%	0%	6%	1%	3%&23%	-1%&-7%	6%
3	CCC(=O)c1ccc(OCC(O)CN2CCc3ccccc3C2)cc1 (configuration not stated)	-2%	1%	-2%	-1%	-5%	1%	-5%	-12%	-2%	-7%	0%
4	CCn1c(=O)cc(OCC(=O)N(C)c2ccccc2F)c2ccccc21	10%	-8%	2%	2%	-11%	-13%	-7%	1%	8%	1%	-6%
5	O=C(CN1C(=O)c2ccccc2S1(=O)=O)c1ccccc1F	5%	-20%	?	-8%	?	?	-7%	-3%	-79%	11µM*	?
6	Cc1nn(Cc2ccc(C(=O)n3cccn3)o2)c(C)c1Br	1%	4%	-2%	4%	0%	?	2%	0%	-11%	-1%	-7%
7	Cc1nc2ccccc2n1CC(=O)N/N=C/c1cccs1	-1%	-3%	-3%	-6%	-3%	-17%	·	-1%	-20%	4%	1%
8	Cc1ccccc1C(=O)NCCCc1ccccc1	11%	?	24%	4%	29%	16%	-6%[11.5 µM]	-3%	?	?	3%
9	CCN(C(=O)C1CCN(c2nc(-c3ccc(OC)cc3)no2)CC1)c1ccc(OC)cc1	14%	·	-22%	·	-20%	37%	8%	?	-35%	?	?
10	Cc1c(C(=O)Nc2ccc(S(=O)(=O)N(C)C3CCN(C)CC3)cc2)oc2ccccc12	3%	23%	-5%	·	-10%	·	·	-6%	-48%	-9%	·
11	O=C(Nc1ccc(S(=O)(=O)NC2CCCC2)cc1)c1cnccn1	1%	-15%	4%	3%	-6%	-43%	-7%	5%	-42%	2%	-2%
12	CC(=O)N/C(=C\c1ccc(F)cc1)C(=O)OC(C)C	1%	-7%	4%	8%	1%	1%	?	1%	5%	2%	0%
13	Cc1c2cnn(-c3ccccc3)c(=O)c2c(C)n1CCCC(=O)NCCN1CCN(C)CC1	0%	-2%	-3%	-4%	1%	8%	3%	0%	16%	1%	-15%
14	COc1ccc(C(=O)CC2OC(=O)c3ccccc32)cc1OC (configuration not stated)	-3%	-2%	9%	-9%	-2%	?	-1%	3%	13%	?	?
15	CC1CCCC(C)N1C(=O)CCN1C(=O)C2C3C=CC(C3)C2C1=O (configuration not stated)	-1%	12%	2%	-1%	-1%	0%	-3%	-6%	-7%	5%	-3%
16	N#C/C(=C\c1ccc(OC(=O)c2cccs2)cc1)c1nc2ccccc2[nH]1	?	-24%	18%	-2%	17%	-18%	0%	-4%	36%	?	?
17	O=C(OCC(=O)N1CCCCC1)c1c[nH]c2ccccc12	?	?	24%	·	?	·	·	-2%	6.3µM*	17µM*	·
18	COc1ccc(/C=C/C(=O)NCCCN2CCCCCC2)cc1	1%	0%	-1%	7%	-2%	0%	2%	8%	-3%	-3%	16%
19	Cc1cc(NC(=O)c2c([N+](=O)[O-])c(C)nn2C)no1	0%	-5%	-4%	5%	0%	?	8%	-8%	-22%	-1%	3%
20	COc1ccc(N2CCN(C(=O)c3ccccc3F)CC2)c([N+](=O)[O-])c1	-3%	-3%	-4%	-4%	-2%	2%	?	0%	6%	1%	-1%
21	C=CCn1c(SCC(=O)Nc2cc(C)cc(C)c2)nnc1-c1cnccn1	3%	-14%	-4%	-6%	-4%	3%	14%	·	-20%	0%	-2%
22	CC1(C)CSC(=NCCc2ccccc2)N1C(=O)c1ccc(C#N)cc1	-1%	2%	-1%	-6%	-2%	30%[10 µM]	·	-3%	1%	5%	-2%
23	COc1ccc(NC(=O)c2cccc(S(=O)(=O)NCc3ccccc3)c2)cc1S(N)(=O)=O	1%	0%	-1%	·	1%	·	·	11%	-32%	1%	·
24	CCN1CCN(C(=O)c2ccc3c(c2)N(Cc2ccc(F)cc2)C(=O)c2ccccc2S3=O)CC1 (configuration not stated)	0%	1%	-3%	-5%	2%	-31%	-4%	0%	-3%	-1%	-4%
25	CCC(=O)c1cn(CC(=O)Nc2ccc(C)cc2)c2ccccc12	6%	·	0%	5%	-5%	-1%	0%	1%	-3%	1%	-13%
26	CCOC(=O)n1c(=O)oc2ccc(Cl)cc21	7%	-10%	-4%	1%	-3%	-11%	18%	-7%	-10%	2%	3%
27	COc1ccc(-c2c(NC(=O)c3ccco3)oc3ccccc3c2=O)cc1OC	3%	·	-1%	-1%	-6%	-4%	5%	-8%	-6%	2%	-9%
28	CN(CC1CCCO1)S(=O)(=O)c1ccc(C(=O)NCc2ccccc2)cc1 (configuration not stated)	-4%	-4%	1%	8%	-2%	8%	-14%	9%	-14%	1%	5%
29	CCOC(=O)C(C(=O)OCC)C(Nc1ccc(Br)cc1)c1ccccc1 (configuration not stated)	-1%	-12%	-4%	-1%	-1%	11µM*	-3%	·	-62%	?	?
30	Nc1nc(-c2ccccc2)[nH]c(=O)c1N	-2%	19%	1%	-5%	3%	38%	24%[11.5 µM]	0%	-15%	?	0%
31	COc1cc2[nH]c(=S)n(CCN3CCCCC3C)c(=O)c2cc1OC (configuration not stated)	-2%	-18%	-8%	0%	1%	?	-7%	-5%	26%	0%	-2%
32	CC(C)[C@H]1C(=O)Nc2ccccc2N1C(=O)N[C@@H](Cc1ccccc1)C(=O)N[C@H](C(=O)O)c1ccccc1	3%	·	-4%	-7%	2%	26%	11%	3%	22%	-2%	-1%

Quoted from above, compounds 29 to 32
item	compound	ELG1 genotoxic	p53 reactivator	NPC1 promoter act	MLL CXXC-DNA inh	Rab9 prom act	RORgamma inh	MBNL1-CUG inh	uPA generation	BRCA1 expr act	FLuc modulator	VP16 counter
29	CCOC(=O)C(C(=O)OCC)C(Nc1ccc(Br)cc1)c1ccccc1 (configuration not stated)	-1%	-12%	-4%	-1%	-1%	11µM*	-3%	·	-62%	?	?
30	Nc1nc(-c2ccccc2)[nH]c(=O)c1N	-2%	19%	1%	-5%	3%	38%	24%[11.5 µM]	0%	-15%	?	0%
31	COc1cc2[nH]c(=S)n(CCN3CCCCC3C)c(=O)c2cc1OC (configuration not stated)	-2%	-18%	-8%	0%	1%	?	-7%	-5%	26%	0%	-2%
32	CC(C)[C@H]1C(=O)Nc2ccccc2N1C(=O)N[C@@H](Cc1ccccc1)C(=O)N[C@H](C(=O)O)c1ccccc1	3%	·	-4%	-7%	2%	26%	11%	3%	22%	-2%	-1%

Continuation.
item	compound	ELG1 genotoxic	p53 reactivator	NPC1 promoter act	MLL CXXC-DNA inh	Rab9 prom act	RORgamma inh	MBNL1-CUG inh	uPA generation	BRCA1 expr act	FLuc modulator	VP16 counter
33	CCOC(=O)NC(C(Cl)(Cl)Cl)S(=O)(=O)c1ccccc1 (configuration not stated)	14%	?	-1%	23%	-1%	-42%	-7%	-14%	-8%	6%	?
34	c1ccc(-n2c(-c3ccncc3)nnc2N2CCOCC2)cc1	3%	9%	0%	-5%	14%	4%	11%	13%	2%	7%	2%
35	CC(C)n1c(-c2cccs2)nc2ccccc21	-6%	-13%	-4%	-6%	1%	?	-4%	2%	6%	-15%	?
36	CC1CC(Nc2ccccc2N)=CC(=O)O1 (configuration not stated)	1%	2%	2%	4%	-3%	27%	2%	-8%	-43%	-1%	15%

High-throughput results deposited in PubChem BioAssay by National Center for Advancing Translational Sciences (NCATS).
